Screening data as filed in PubChem.
BCR signal inh: inhibitors of chronic active B-cell receptor signaling; AID 493014; 0.05% of 340,000 active; Potency, µM (highest dose often 46.1 µM), inactives show top-dose ratio change, negative = lower green/red ratio, most hits filed as inhibitors; ABC-DLBCL IkBa-CBG/CBR reporter, luminescence ratio, 4 h; active = well fitted inhibition curve with a large enough effect in the signal ratio, with a control signal flat, not every such curve was filed as active; inconclusive = small, poorly fitted or top-dose-only effect, or effect the other way, or a change in a side signal; the % refers to the signal ratio;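 also: potency is read from the fitted curve at half-maximal effect; plate controls were basal doxycycline-induced cells for no effect and cells given 10 µM MG132 for full effect; MG132 reads +100%, hits lower the ratio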
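Concentration-response series (up to 46 uM) were applied to TMD8 dual-reporter cells for 4 h at 37C with doxycycline. Green/red ratio, after filter-overlap correction, defined %Activity; red signal alone was normalised to basal cells and zero luminescence.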
KCNH2 WT inh: inhibitors of human wildtype KCNH2 potassium channel; Q12809; U2OS, BacMam KCNH2, thallium flux FluxOr; stronger effect = lower value; activity change, % at 1.84 µM; 0.37% of 340,000 active; AID 720551;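 active = maximum activity change below -70%; inconclusive = maximum activity change between -70% and -50%; inactive = maximum activity change above -50%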
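U2OS cells were transduced with wild-type KCNH2 virus (2.03 x 10^8 / mL) for 4 h at room temperature, then cultured overnight at 37 C. Thallium flux was read with FluxOr dye. Rate constants were normalized to DMSO controls.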
USP2a inh: blocks human ubiquitin-specific protease USP2a; O75604; USP2 core, Ub-CHOP2 coupled fluorogenic reporter, 485/531; Potency, µM (titrated, usually from 38.3 µM), without a hit: at the top dose activity change, negative = inhibition, actives largely listed as inhibitors; 0.01% of 330,000 active; AID 463254;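 also: potency is read from the fitted curve at half-maximal effect; plate controls were DMSO wells for no effect and full inhibition by NEM control for full effect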
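Deubiquitinase activity read as fluorescence (485/531 nm) after Ub-CHOP2 cleavage activates the enterokinase reporter on its substrate; USP2 core 10nM, Ub-CHOP2 and substrate 25nM each, 30min compound preincubation then 60min RT; data normalized to NEM, curves fitted.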
Giardia killer: kills Giardia lamblia; Giardia lamblia trophozoite viability; activity change, % at 7.66 µM, hits read low; 0.15% of 340,000 active; in the data active = activity change below about -80%; inconclusive = between about -30% and that limit;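 also: parasites exposed to compound for two days anaerobically before the ATP read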
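Luminescent ATP signal served as the viability read-out, measured 15-30 min after adding ATP detection reagent to trophozoites that had been incubated with compounds for 48 hrs at 37 deg C anaerobically at 100 cells/well.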
KCNH2 3.1 inh: blocks the human KCNH2 3.1 channel isoform; U2OS KCNH2 3.1, thallium flux FluxOr; stronger effect = lower value; activity change, % (tested at about 1.8 µM); 0.95% of 340,000 active; AID 720553;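 active = maximum activity change below -70%; inconclusive = maximum activity change from -70% to -50%; inactive = maximum activity change above -50%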;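 also: thallium influx rate constant from kinetic fluorescence after stimulation buffer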
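Normalized rate constant (relative to positive and negative DMSO controls) derived from a 2 min kinetic fluorescence read after stimulation; U2OS cells expressing the 3.1 isoform via virus at 1.77 x 10^8 /mL.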
B2AR arrestin: beta2AR (human) beta-arrestin recruitment activity. P07550. 0.02% of 330,000 active. AID 492947. beta-arrestin recruitment to beta2AR, cell-based reporter. Potency, µM (top dose mostly 46.1 µM), for inactives: top-dose activation, hits mostly activators;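 also: potency is read from the fitted curve at half-maximal effect; 0% = DMSO controls and full agonism = EC100 isoproterenol or metaproterenol; nearly all actives have a fitted effect of over 65% in size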
PKM2 act: increases activity of human pyruvate kinase M2 | purified PKM2, Kinase-Glo ATP luminescence, activation; response scale: 0% is enzyme alone, no compound | Potency, µM (doses to about 57.5 µM), inactives show top-dose activation, usual class: activators | 0.34% of 260,000 active; also: potency is read from the fitted curve at half-maximal effect; nearly all actives have a fitted effect of over 55% in size
Target sequence (P14618 whole entry, looked up): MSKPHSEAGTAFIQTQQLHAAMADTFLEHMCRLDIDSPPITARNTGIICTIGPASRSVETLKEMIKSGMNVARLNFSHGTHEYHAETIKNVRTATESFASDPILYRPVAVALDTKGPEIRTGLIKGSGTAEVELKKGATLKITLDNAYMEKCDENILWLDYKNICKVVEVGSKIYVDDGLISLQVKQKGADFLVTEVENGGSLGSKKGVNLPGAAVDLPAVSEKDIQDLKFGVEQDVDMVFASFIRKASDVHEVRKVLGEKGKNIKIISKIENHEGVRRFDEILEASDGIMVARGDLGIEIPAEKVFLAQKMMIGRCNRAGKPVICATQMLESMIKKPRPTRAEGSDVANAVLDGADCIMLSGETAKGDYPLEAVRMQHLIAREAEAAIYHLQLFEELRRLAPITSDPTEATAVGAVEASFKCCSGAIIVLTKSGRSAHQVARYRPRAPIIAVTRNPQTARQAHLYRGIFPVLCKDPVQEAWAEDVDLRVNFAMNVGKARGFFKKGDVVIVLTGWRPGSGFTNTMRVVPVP
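Kinase-Glo luminescence reports ATP generated from ADP (0.1 mM) and PEP (0.5 mM) by purified hPK-M2 after 1 h at room temperature, pH 7.2 imidazole buffer; intermediate enzyme activity allows detecting inhibitors and activators.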
FBPA coupling cs: coupling enzyme interference in Giardia aldolase counter-screen; AID 2472; activity change, negative = inhibition, % at 58.2 µM, hits read low; 0.67% of 290,000 active; coupling enzyme system counterscreen, AmpLite Red fluorescence; in the data active = activity change below about -30%
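Counterscreen lacking aldolase: glyceraldehyde-3-phosphate coupling-enzyme reagent preincubated 10 min at RT with compound (at 57.5 uM final), then substrate/coupling system with AmpLite Red added; fluorescence read at 525/598 nm after 20 min RT.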
GALK inh: galactokinase (human) inhibition. P51570. Purified GALK, Kinase-Glo residual ATP luminescence. Potency, µM (top dose mostly 57.5 µM), inactives show top-dose activity change, negative = inhibition, usual class: inhibitors. 0.007% of 270,000 active; also: potency is read from the fitted curve at half-maximal effect
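Luminescence from leftover ATP (Ultra-Glo luciferase/luciferin) served as read-out after a 1 h room-temperature reaction of 5 nM GALK with 35 uM ATP and 100 uM galactose.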
Eya2 inh: blocks the phosphatase activity of human Eya2. O00167. recombinant Eya2, OMFP fluorescence dephosphorylation (OMFP is methylfluorescein phosphate). Potency, µM (series often up to 76.9 µM), inactives show top-dose activity, negative = inhibition, hits mostly inhibitors. 0.006% of 330,000 active. AID 488837; also: potency is read from the fitted curve at half-maximal effect
Target sequence (O00167 whole entry, looked up): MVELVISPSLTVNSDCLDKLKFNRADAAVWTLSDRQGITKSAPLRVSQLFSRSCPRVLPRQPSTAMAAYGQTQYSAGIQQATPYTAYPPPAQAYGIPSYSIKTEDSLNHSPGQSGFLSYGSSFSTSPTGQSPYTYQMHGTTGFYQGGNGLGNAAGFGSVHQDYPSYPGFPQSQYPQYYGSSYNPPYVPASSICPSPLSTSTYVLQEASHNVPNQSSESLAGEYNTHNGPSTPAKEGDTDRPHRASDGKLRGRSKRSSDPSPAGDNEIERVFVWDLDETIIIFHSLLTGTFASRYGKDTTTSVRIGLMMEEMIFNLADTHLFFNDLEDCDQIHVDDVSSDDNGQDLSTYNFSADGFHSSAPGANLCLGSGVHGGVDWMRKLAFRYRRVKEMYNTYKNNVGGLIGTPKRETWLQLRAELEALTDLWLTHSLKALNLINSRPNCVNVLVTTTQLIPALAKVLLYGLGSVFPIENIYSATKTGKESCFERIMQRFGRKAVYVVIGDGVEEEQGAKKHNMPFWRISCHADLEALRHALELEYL
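Eya2 (0.2 uM) preincubated 10 min at ambient with compound, then OMFP substrate added at 50 uM; 10 min reaction in 50 mM HEPES pH 7.5, 50 mM NaCl, 5 uM MgCl2, 0.05% BSA, 1 mM DTT. Fluorescence read at Ex 485/Em 525 nm.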
uPA surface inh: blocks generation of uPA at the cell surface | Potency, µM (doses to about 38.3 µM), for the others: top-dose activity change, negative = inhibition, hits mostly inhibitors | AID 540303 | cell surface uPA generation assay, qHTS | 0.31% of 330,000 active; active = well fitted inhibition curve with a large enough effect; inconclusive = small, poorly fitted or top-dose-only effect; inactive = no such curve, though single readings can be large or run the other way; tested in mouse RAW 264.7 cells; also: potency is read from the fitted curve at half-maximal effect; nearly all actives have a fitted effect of over 55% in size
* = called active by the depositor; u = inconclusive; x = not tested or not shown; [ ] = another dose, or the depositor's remark. Unless noted, calls follow the shape of the dose curve; as a rule, active = well fitted curve in the direction sought with a large enough effect; inconclusive = small, poorly fitted or top-dose-only effect, or another doubt; inactive = no such curve, though single readings can be large; an effect the other way counts as inactive or inconclusive. Unless noted, % is scaled to controls: 0 for no effect and ±100 for the full control effect.

item	compound	BCR signal inh	KCNH2 WT inh	USP2a inh	Giardia killer	KCNH2 3.1 inh	B2AR arrestin
1	CCOCCc1nnc(NC(=O)Cc2ccc(Br)cc2)s1	-18%	1	4%	-7	15	-0.1%
2	Cc1cccc(CSC2=CS(=O)(=O)c3ccccc3N2)c1	u	2	4%	4	-3	0.0%
3	NC(=O)C1=C[C@@H](c2coc3ccccc3c2=O)C[C@@H](OCCCCO)O1	-7%	10	15%	-25	9	-0.1%
4	O=C(CNC(=S)N(CCCN1CCOCC1)Cc1cccs1)NCc1ccc(Cl)cc1	u	-84*	2%	-8	-83*	0.6%
5	CNc1ncc(-c2nnnn2-c2ccccc2)c(-c2ccccc2)n1	5%	8	-1%	7	-9	0.1%
6	COc1cc(C(=O)Nc2cccc(-n3cnnn3)c2)cc(Cl)c1OC	6%	3	-2%	2	2	3.2%
7	O=C(c1ccc(Cl)c(S(=O)(=O)N2CCCC2)c1)N1CCN(c2ccccn2)CC1	u	0	2%	-4	-6	-0.2%
8	CC1CC(=O)N(CC(=O)Nc2cccc(Cl)c2)c2ccccc2S1(=O)=O (stereo unspecified)	1%	5	4%	-16	-8	-0.9%
9	COc1cc2[nH]c(C(=O)N3CCC(Cc4ccccc4)CC3)cc2c(OC)c1OC	u	-6	-6%	-11	4	-0.6%
10	CNC(=O)C1=C(C)NC(=S)NC1c1cc2c(cc1OC)CCCC2 (stereo unspecified)	-7%	3	2%	-5	9	-2.3%
11	COc1cc(-c2nc(-c3ccccc3)c(-c3cccs3)[nH]2)cc(OC)c1OC	u	-5	-1%	4	7	0.7%
12	CC(=O)c1ccc(NS(=O)(=O)c2ccc(-c3cnc(C4CC4)o3)cc2)cc1	u	-7	0%	1	3	3.9%

item	PKM2 act	FBPA coupling cs	GALK inh	Eya2 inh	uPA surface inh
1	0%	-2	-1%	8%	x
2	-2%	1	-5%	8%	-5%
3	-2%	3	1%	18%	4%
4	x	x	0%	-3%	-11%
5	-3%	-1	0%	4%	u
6	2%	2	x	-27%	2%
7	7%	-1	0%	20%	x
8	x	-4	3%	-2%	-16%
9	x	1	x	4%	0%
10	-1%	-1	-2%	3%	5%
11	2%	-2	-2%	5%	x
12	x	x	-9%	1%	-1%

Continued.
item	compound	BCR signal inh	KCNH2 WT inh	USP2a inh	Giardia killer	KCNH2 3.1 inh	B2AR arrestin
13	COc1ccccc1C(=O)Nc1ccccc1N1CCCCC1	1%	7	0%	-8	-24	0.3%
14	CC1CC(C)CN(S(=O)(=O)c2ccccc2[N+](=O)[O-])C1 (stereo unspecified)	0%	4	0%	-2	0	-0.3%
15	CS(=O)(=O)n1nc(-c2ccccc2)nc1NCc1ccco1	-28%	-1	2%	-19	-1	-0.4%
16	Cc1cc(C)c(C)c(OC(=O)c2sc(Cl)nc2C)c1	u	0	1%	-14	-11	u
17	CC(C)Cn1cc(C(=O)N2CCN(c3ccccn3)CC2)c2c3ccccc3n(C)c2c1=O	u	-18	-6%	2	-23	0.4%
18	O=C(Nc1ccc(F)c(F)c1)c1cccnc1	7%	11	3%	-6	4	-0.1%
19	CCSc1nnc(-c2ccc(S(=O)(=O)N3CCOCC3)cc2)n1C	0%	-4	-1%	3	5	-0.9%
20	Cc1ccc(C(=O)Nc2cccc(NC(=O)CN3CCCCC3)c2)cc1	u	15	-1%	20	-29	-0.5%
21	C/C=C/c1ccc(OCCOc2cccc3cccnc23)c(OC)c1	u	7	3%	-9	3	-0.2%
22	CCCCN(C)S(=O)(=O)c1ccc(C(=O)Nc2nnc(CSC)o2)cc1	7%	-4	0%	-19	1	0.0%
23	CN(C)S(=O)(=O)c1ccc(Cl)c(NC(=O)COC(=O)C2CCCO2)c1 (stereo unspecified)	0%	0	-2%	-2	7	-0.1%
24	COc1ccc(NC(=O)c2ccc(OC(=S)N(C)c3ccc(OC)cc3)cc2)cc1	-2%	0	3%	-13	-16	-0.6%

item	PKM2 act	FBPA coupling cs	GALK inh	Eya2 inh	uPA surface inh
13	x	6	4%	0%	1%
14	2%	1	0%	-8%	2%
15	-10%	0	-1%	-1%	3%
16	1%	2	3%	0%	-10%
17	-1%	0	-2%	17%	x
18	21%	0	4%	-30%[15.4 µM]	1%
19	-2%	-2	15%	-15%	-9%
20	-20%	0	6%	7%	-5%
21	1%	2	5%	-3%	-2%
22	0%	3	-2%	-39%	-11%
23	-2%	2	8%	-9%	14%
24	4%	3	x	4%	-1%

The listing continues:
item	compound	BCR signal inh	KCNH2 WT inh	USP2a inh	Giardia killer	KCNH2 3.1 inh	B2AR arrestin
25	O=C(Nc1cccc(-c2nnc(-c3ccco3)o2)c1)c1ccccc1	3%	34	20%	0	-4	0.6%
26	CCCCOC(=O)c1ccc(NC(=O)CSc2nnnn2C)cc1	u	0	2%	1	-1	0.0%
27	CC(=O)c1cccc(NC(=S)NC(=O)c2ccc(C)cc2Cl)c1	4%	x	3%	7	-35	7.0%
28	COc1ccc(NC(=O)CCCCCN2C(=O)CCC2=O)cc1Cl	10%	20	2%	-3	6	-0.1%
29	CCN(CC(=O)Nc1c(F)cccc1F)C(=O)c1ccc(S(=O)(=O)NCc2ccco2)cc1	14%	-11	0%	-10	0	0.4%
30	O=C(Nc1ccccc1F)NC1CCCCCCC1	-5%	-6	0%	-8	10	0.2%
31	O=C(O)CC1(CC(=O)Nc2ccccc2N2CCOCC2)CCCC1	2%	-8	2%	-28	0	0.0%
32	CCCC/C(=N\NC(=O)c1ccc(Br)o1)c1ccccc1	u	-1	-1%	-22	3	-1.2%
33	O=C(O)CCN1c2ccccc2Sc2ccccc21	1%	-16	7%	20	3	0.4%
34	COc1cc(C(=O)N(C)c2nnc(-c3cccnc3)s2)cc(OC)c1OC	-12%	x	2%	x	x	-0.1%
35	CC(O)C(NS(=O)(=O)c1ccc(Cl)cc1)C(=O)OCC(=O)c1c[nH]c2ccccc12 (stereo unspecified)	-4%	-8	1%	-14	-12	-0.1%
36	COC(=O)c1ccc(C(=O)Nc2ccc3c(c2)C(=O)NC3=O)cc1	u	12	-2%	8	-96*	0.3%

item	PKM2 act	FBPA coupling cs	GALK inh	Eya2 inh	uPA surface inh
25	-11%	1	-2%	4%	-3%
26	0%	1	8%	-6%	-1%
27	1%	0	-2%	-4%	15%
28	u	-2	1%	-16%	-2%
29	x	x	x	17%	4%
30	-1%	-6	0%	4%	3%
31	-9%	3	3%	10%	3%
32	-1%	1	x	1%	-3%
33	11%	8	-1%	7%	3%
34	0%	-1	1%	2%	x
35	2%	-3	-1%	4%	1%
36	-1%	2	-6%	3%	-4%

Next part.
item	compound	BCR signal inh	KCNH2 WT inh	USP2a inh	Giardia killer	KCNH2 3.1 inh	B2AR arrestin
37	CN(C)/C=N/c1c(C(=O)NCc2ccccc2)nnn1Cc1ccccc1	u	-17	3%	-22	4	0.4%
38	CNC(=O)Nc1cccc(-c2ccnc(C)n2)c1	1%	-4	-3%	-5	-2	0.4%
39	CC(C)(C)c1cc(CCC(=O)NCc2ccccn2)cc(C(C)(C)C)c1O	-3%	-3	2%	-9	-3	-0.8%
40	O=C(Nc1ccc2oc(Cc3ccc(Cl)cc3)nc2c1)c1cccnc1	-5%	5	2%	-13	18	-0.6%

item	PKM2 act	FBPA coupling cs	GALK inh	Eya2 inh	uPA surface inh
37	4%	1	0%	-17%	1%
38	-2%	2	1%	7%	17%
39	2%	x	5%	-7%	u
40	1%	3	1%	3%	-17%

Complete entries, quoted from the list. Order of values: BCR signal inh | KCNH2 WT inh | USP2a inh | Giardia killer | KCNH2 3.1 inh | B2AR arrestin | PKM2 act | FBPA coupling cs | GALK inh | Eya2 inh | uPA surface inh
Listed for `CC(O)C(NS(=O)(=O)c1ccc(Cl)cc1)C(=O)OCC(=O)c1c[nH]c2ccccc12` (stereo unspecified) → -4% | -8 | 1% | -14 | -12 | -0.1% | 2% | -3 | -1% | 4% | 1%
Listed for `CC(=O)c1cccc(NC(=S)NC(=O)c2ccc(C)cc2Cl)c1` → 4% | x | 3% | 7 | -35 | 7.0% | 1% | 0 | -2% | -4% | 15%
Listed for `O=C(Nc1ccc(F)c(F)c1)c1cccnc1` → 7% | 11 | 3% | -6 | 4 | -0.1% | 21% | 0 | 4% | -30%[15.4 µM] | 1%
Listed for `CC(=O)c1ccc(NS(=O)(=O)c2ccc(-c3cnc(C4CC4)o3)cc2)cc1` → u | -7 | 0% | 1 | 3 | 3.9% | x | x | -9% | 1% | -1%
Listed for `COc1cc(C(=O)N(C)c2nnc(-c3cccnc3)s2)cc(OC)c1OC` → -12% | x | 2% | x | x | -0.1% | 0% | -1 | 1% | 2% | x
